# Screening results (PubChem BioAssay)
# 14-3-3 PPI = modulators of 14-3-3 gamma protein binding, primary screen, biochemical, fluorescence polarization. 14-3-3 protein gamma (Homo sapiens), P61981. FP, 14-3-3gamma / TMR-pS259-Raf peptide binding. inhibition, % at 40 µM. actives 0.19% (n = 160,000). AID 422, 2006; in the data active = inhibition above about 30%;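 also: 0% = protein plus tracer without compound and 100% = blank with tracer alone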
# Target sequence (P61981 whole entry, looked up): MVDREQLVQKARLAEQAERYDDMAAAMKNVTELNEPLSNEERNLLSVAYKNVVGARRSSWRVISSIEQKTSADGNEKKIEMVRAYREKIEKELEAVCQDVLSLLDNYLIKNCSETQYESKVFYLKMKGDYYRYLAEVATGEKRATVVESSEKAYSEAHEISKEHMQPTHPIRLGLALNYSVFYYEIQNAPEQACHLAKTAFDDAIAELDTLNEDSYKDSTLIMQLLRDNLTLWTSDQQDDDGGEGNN
# An asterisk follows results filed as active; & = joins results of further samples.
SMILES,14-3-3 PPI
Cc1ccc(NC(=O)c2ccco2)c(NC(=O)CN2C(=O)c3ccccc3C2=O)c1,-3.7
COc1ccc(C(=O)NCC2OCCc3ccccc32)c(OC)c1 (stereo not given),-9.6
C=C(C)C1CC=C(C)C(OC(=O)c2ccccc2C(=O)O)C1 (stereo not given),-5.1
Fc1cccc(-c2cc3nc4c(c(N5CCN(c6cnccn6)CC5)n3n2)CCCC4)c1,-8.8
O=C(Cn1c(=O)n(-c2ccccc2)c(=O)c2sccc21)NC1CCCCC1,-8.9
CCCC(C(=O)NCc1ccco1)N(C(=O)CNS(=O)(=O)c1ccccc1)C1CCCC1 (stereo not given),0.6
CCCCCC(=O)Nc1ccccc1N1CCN(c2ccccc2)CC1,-8.3
O=C(NCc1cccnc1)C1c2ccccc2C(=O)N1CCc1ccc(Cl)cc1 (stereo not given),-5.0
CC1CCCC(NC(=O)c2ccc(Cn3c(=O)[nH]c4ccsc4c3=O)cc2)C1C (stereo not given),-7.3
Nc1nnc(SCC(=O)N2CCc3ccccc3C2)s1,-3.2
O=C(Cn1c(=O)sc2ccccc21)NC1CCCc2ccccc21 (stereo not given),0.4
CS(=O)(=O)NCc1nnc(SCC(=O)NC2CCCCC2)n1-c1ccc(F)cc1,2.0
CCN(CC)c1ccc(C2C(C(=O)OCCOC(C)C)=C(C)NC3=C2C(=O)CCC3)cc1 (stereo not given),-5.3
CCc1nnc2n1N=C(c1ccc(Br)cc1)CS2,-8.2
C=CCNC(=O)c1cc2c(=O)n3ccccc3nc2n(CC2CCCO2)c1=N (stereo not given),-18.0
O=C1c2cccnc2C(=O)N1CO,8.2
CC1CCCN(S(=O)(=O)c2ccc3[nH]c(=O)cc(C(=O)NC(C)c4ccccc4)c3c2)C1 (stereo not given),0.9
c1ccc(CCNc2ncnc3c2cnn3-c2ccccc2)cc1,-4.1&-2.1
CCOC(=O)C1=C(C)NC(C)=C(C(=O)OCC)C1C=Cc1ccccc1OC,-0.1
Cc1cc(=O)[nH]c2nc(N)ccc12,-24.7
COc1ccc(Cl)cc1NC(=O)c1cc(-c2ccc(C)s2)nc2ccccc12,-24.4
COc1cc2nc(-c3cccs3)oc(=O)c2cc1OC,5.0
O=C(O)c1ccc(NS(=O)(=O)c2ccc(Cl)cc2)cc1,-0.9
COc1ccccc1NC1=CC(=O)CC(C)(C)C1,-0.5
Cn1c(=O)c2cc(C(=O)N3CCN(c4ccccc4F)CC3)sc2c2ccccc21,1.4
CN(Cc1ccccc1)c1ccc(N2C(=O)C3CCCCC3C2=O)cc1[N+](=O)[O-] (stereo not given),-4.2
COCC(=O)NC(C)c1nc2ccccc2n1Cc1cc(C)ccc1C (stereo not given),-8.8
COc1ccc2nc3sc(C(=O)NCCN(C)Cc4ccccc4)cc3cc2c1,-14.3
CCN1CCCC1CNC1=NCCCCC1 (stereo not given),2.2
COc1ccccc1-c1nnc(NC(=O)c2ccc(S(=O)(=O)N3CC(C)OC(C)C3)cc2)o1 (stereo not given),-5.7
Cc1ccc(N2C(=O)CSC2c2ccccc2Cl)cc1 (stereo not given),1.3
FC(F)(F)COc1nc(OCC(F)(F)F)nc(N2CCN(C34CC5CC(CC(C5)C3)C4)CC2)n1,2.8
C1=C(c2ccccc2)N2CCN=C2S1,-9.4
CC(=O)Nc1c2c(nn1-c1ccc(C)cc1C)CS(=O)(=O)C2,-6.0
Cc1nnc(NC(=O)CSc2nnc(CNC(=O)c3ccccc3)n2-c2ccccc2)s1,-8.2
CCC(CC)C(=O)NCCc1ccc(S(N)(=O)=O)cc1,0.8
O=C(O)c1ccc(N2C(=O)c3ccc(Oc4ccc(S(=O)(=O)c5ccc(C(=O)O)cc5)cc4)cc3C2=O)cc1,4.1
CCC(=O)Nc1sc2c(c1C(=O)Nc1ccccc1C)CCC(C)C2 (stereo not given),-1.6
COC(=O)Cc1cc(=O)[nH]c(/N=C(/N)Nc2ccc(F)cc2)n1,2.2
CSc1nnc(-c2cc(Br)ccc2N)c(=O)[nH]1,-1.5
COC(=O)c1ccc2c(=O)n(Cc3ccc4c(c3)OCO4)c(SCc3ccc([N+](=O)[O-])cc3)nc2c1,-4.0
CCC(Sc1ccc(C(=O)O)cc1)C(=O)O (stereo not given),5.8
Cc1[nH]nc(SCC(=O)Nc2ccc3c(c2)OCO3)c1[N+](=O)[O-],-66.6
CC(=O)Nc1nc2ccc(S(C)(=O)=O)cc2s1,-2.4
CC(C)CCNC(=O)C1CCC(CNS(=O)(=O)c2ccc(Cl)cc2)CC1 (stereo not given),-0.3
O=C(CCCNS(=O)(=O)c1cccs1)N1CCC(Cc2ccccc2)CC1,0.6
CCCC(=O)Nc1cc(C)c2c(=O)oc3ccccc3c2n1,-14.7&-28.8
CCC(C)NC(=O)CC(c1ccc(OC)cc1)n1cccc1 (stereo not given),-9.6
COc1ccc(C2/C(=C(\O)c3ccc(C)cc3)C(=O)C(=O)N2c2nc3ccccc3s2)cc1 (stereo not given),-20.1
O=C1CC(NCc2ccccc2)C(=O)N1Cc1ccccc1 (stereo not given),-7.7
CCOC(=O)c1c(NC(=O)CCN2CC(C)OC(C)C2)sc2c1CCC2 (stereo not given),-9.6
Cc1nn(C(=O)c2ccc(N3CCOCC3)c([N+](=O)[O-])c2)c(C)c1Sc1ccc([N+](=O)[O-])cc1,-19.4
COc1cccc2cc(C(=O)NC(C)=O)c(=Nc3cccc(C(F)(F)F)c3)oc12,2.3
Cc1sc2c(c1C)c(=O)n(-c1ccc3c(c1)OCO3)c(=O)n2CC(=O)N1CC(C)CC(C)C1 (stereo not given),2.3
OCCCc1nc2n(n1)C(c1ccccc1)C=C(c1ccccc1)N2 (stereo not given),-0.6
Cc1ccc(C(=O)C2=C(N)OC3=C(C(=O)CCC3)C2c2ccccc2Cl)cc1 (stereo not given),-0.5
Cc1noc(NS(=O)(=O)c2ccc(NC(=O)CSc3nc4c(cc3C#N)CCCC4)cc2)c1C,-2.0
CCCCCCSc1nc2ccc([N+](=O)[O-])cc2s1,-5.5
COC(=O)c1cccc(NC(=O)COc2c(C)ccc(C)c2C)c1,-3.4
Cc1cc(C)c2[nH]c(=O)c(CN(C(=O)C3CCCO3)C3CCCC3)cc2c1 (stereo not given),4.3
# (cont.)
SMILES,14-3-3 PPI
O=C1NC(c2ccccc2)C(C(=O)c2cccs2)=C1O (stereo not given),-4.8
COc1cccc2c1OC1(C)CC2NC(=O)N1c1cccc(SC)c1 (stereo not given),-3.6
Cc1ccccc1-c1nnc(SCc2ccc(F)cc2)o1,4.1&4.2
CCOc1cc(CNCC2CCCO2)cc(Br)c1OCC(N)=O (stereo not given),-8.8
CC(C)OC(=O)C1CC(C)(O)C(=O)C(C(=O)OC(C)C)C1c1ccc(F)cc1 (stereo not given),3.4
CC1CCC2(CC1)SCC(=O)N2c1ccccc1 (stereo not given),-3.9
O=C(c1ccccc1)N1CCN(c2ccc(NCc3ccc4c(c3)OCO4)cc2)CC1,0.8
CCC(=O)Oc1ccc2c3c(c(=O)oc2c1)CCC3,-4.6
Cc1ccc(C)c(Cn2c(=O)n(CCCC(=O)NCc3ccco3)c(=O)c3ccccc32)c1,-10.5
O=c1oc2ccccc2n1Cn1c(=O)oc2ccccc21,-1.6
CCc1nnc2c3c4c(sc3ncn12)CC(C)CC4 (stereo not given),-4.8
CCOC(=O)c1cc2c(=O)n3ccccc3nc2n(CCOC)c1=NC(=O)c1ccc2ccccc2c1,-14.3
O=C(c1cc(=O)c2ccccc2o1)N1CCc2ccccc2C1,-9.4
O=C(NCCc1ccccc1)c1noc2c1CCc1ccccc1-2,4.2
Nc1ccccc1S(=O)(=O)Nc1ccccc1Cl,-4.1

# An excerpt of these results, with each value named:
CCOc1cc(CNCC2CCCO2)cc(Br)c1OCC(N)=O (stereo not given)
  14-3-3 PPI: -8.8

CC(C)OC(=O)C1CC(C)(O)C(=O)C(C(=O)OC(C)C)C1c1ccc(F)cc1 (stereo not given)
  14-3-3 PPI: 3.4

CC1CCC2(CC1)SCC(=O)N2c1ccccc1 (stereo not given)
  14-3-3 PPI: -3.9

# The main list resumes, starting 2 compounds before the break.
SMILES,14-3-3 PPI
O=C(NCCc1ccccc1)c1noc2c1CCc1ccccc1-2,4.2
Nc1ccccc1S(=O)(=O)Nc1ccccc1Cl,-4.1
CC(C)C1N=C(c2ccc3c(c2)OCO3)CC(c2ccccc2O)N1 (stereo not given),8.9
CCCC(=O)c1ccc(Oc2nc3c(c(=O)n(C)c(=O)n3C)n2C)cc1,0.3
Cc1ccccc1-n1c(=S)[nH]c2nc3c(cc2c1=O)CCCC3,-7.5
CCC(=O)Nc1ccc(-c2nn3c(C)nnc3s2)cc1,6.2
CCOC(=O)C1=CN(C)C=C(C(=O)OCC)C1c1cccc(OC)c1OC,0.7
COC(=O)c1ccc(NC(=O)c2c(O)c3cccc4c3n(c2=O)CC4)cc1,-12.4
Cc1ccc(S(=O)(=O)NCCn2c(C)cc3ccccc32)cc1,-15.8&4.2
CCS(=O)(=O)Nc1cccc(C2=NN(S(C)(=O)=O)C(c3ccccc3F)C2)c1 (stereo not given),-361.7
CCc1ccc(OCCNc2cc(Cl)ccc2[N+](=O)[O-])cc1,3.8
O=C(c1cc2c(=O)oc3ccccc3c2s1)N1CCN(c2ccc([N+](=O)[O-])cc2)CC1,-2.2
O=C1NCCCc2nc(Oc3ccccc3)sc21,1.9
O=C1c2ccccc2-c2onc3c(N4CCN(C(=O)c5ccco5)CC4)cc(Nc4ccc(F)cc4)c1c23,-342.6
CC(=O)Nc1ccc(Br)cc1-c1nnnn1C,6.6
O=C(NCc1cccs1)c1nn2c(c1Br)NC(c1cccs1)CC2C(F)(F)F (stereo not given),-5.8
Cc1c(NC(=O)CC(O)(C(F)(F)F)C(F)(F)F)c(=O)n(-c2ccccc2)n1C,-2.9
Cc1oc(C(C)(C)C)cc1C(=O)Nc1cccc(OC(C)C)c1,-2.1
Oc1c(C(Nc2cccc(C(F)(F)F)c2)c2cccnc2)ccc2cccnc12 (stereo not given),-8.1
O=C(O)c1ccc(COc2ccc(CO)cc2Cl)cc1,5.5
Cc1ccc(-c2noc(CCC(=O)NC(C)C)n2)cc1,-20.0
N#Cc1c(-c2ccc(F)cc2)cc(-c2ccco2)nc1SCC(=O)Oc1ccccc1,-27.5
COC(=O)C(NC(C)=O)(Nc1nc2c(s1)CCCC2)C(F)(F)F (stereo not given),6.2
CC(=O)Nc1ccc(S(=O)(=O)Nc2cccc(N(C)S(C)(=O)=O)c2)cc1,5.0
O=C(O)C1C2CCC(C2)C1C(=O)Nc1ccc(Oc2ccc(Cl)cc2)cc1 (stereo not given),-4.0
CC(C(=O)OCn1nnc2ccccc2c1=O)N1C(=O)c2ccccc2C1=O (stereo not given),-2.4
COCNc1nc(OCC#N)nc(N(C)C)n1,-11.3
CC(C)CCNC(=O)c1ccc(CS(=O)(=O)Cc2ccccc2Cl)o1,-4.2
Cc1cc(SCC(=O)NC(=O)NCc2ccco2)nc2c(C)cccc12,-8.3
N#Cc1nc(-c2ccco2)oc1N1CCC(C(N)=O)CC1,-0.9
COc1ccc(OC)c(NS(=O)(=O)Cc2ccccc2)c1,-4.7
Cc1cc(C)c2nc3c(c(C(=O)O)c2c1)CCC3,0.2

# Sorted by length of the SMILES (falling): 5 of the compounds above
SMILES,14-3-3 PPI
N#Cc1c(-c2ccc(F)cc2)cc(-c2ccco2)nc1SCC(=O)Oc1ccccc1,-27.5
Oc1c(C(Nc2cccc(C(F)(F)F)c2)c2cccnc2)ccc2cccnc12 (stereo not given),-8.1
CC(C(=O)OCn1nnc2ccccc2c1=O)N1C(=O)c2ccccc2C1=O (stereo not given),-2.4
Cc1cc(SCC(=O)NC(=O)NCc2ccco2)nc2c(C)cccc12,-8.3
Cc1oc(C(C)(C)C)cc1C(=O)Nc1cccc(OC(C)C)c1,-2.1

# (listing goes on)
SMILES,14-3-3 PPI
CCOc1ccc(NC(=O)CCCN2C(=S)NC(C)(C)CC2C)cc1 (stereo not given),0.1
CN(CC(=O)N1CC=C(c2ccccc2)CC1)S(=O)(=O)c1cnc[nH]1,-11.9
Cc1cccc(OCC(=O)Nc2cc(-c3nc4cc(C)cc(C)c4o3)ccc2C)c1,-14.9
O=C(c1ccc2c(=O)n(CC3CCCO3)c(=O)[nH]c2c1)N1CCN(c2ccccc2)CC1 (stereo not given),-0.3
Cc1cc(C)cc(-n2c(CCC(=O)O)ccc2-c2cccs2)c1,-28.5
COc1ccc(NS(=O)(=O)c2ccc(N)c(C(=O)O)c2)cc1,-2.6
Cc1ccc(Cl)cc1N1CCN(C(=O)c2cn(C3CCCCC3)c(=O)c3c2c2ccccc2n3C)CC1,1.4
O=C(NCc1ccc(F)cc1)c1ccc2c(c1)ncn2-c1ccc(OCc2ccccc2)cc1,-3.0
CCCNC(=O)Cn1cnc2sc(C(=O)N3CCCC3)c(C)c2c1=O,-3.4
COc1ccc(N2C(=O)[C@@H]3Cc4ccccc4CN3C2=O)cc1,-2.9
O=C1c2ccccc2C(=O)c2c(NCC(O)CO)cccc21 (stereo not given),-271.1
O=C(Nc1c2c(nn1-c1ccc(F)cc1)CS(=O)C2)c1ccc(Br)cc1 (stereo not given),-5.4
O=C(OCn1nnc2ccccc2c1=O)C1COc2ccccc2O1 (stereo not given),1.6
N#CC1=C(N)OC2=C(C(=O)CCC2)C1c1ccc(OC(=O)N2CCOCC2)cc1 (stereo not given),-0.9
COc1ccc(C2N=C(N)N=C(N)N2c2ccccc2)cc1OC (stereo not given),-2.2
CCOc1ccc(C(=O)Nn2cnnc2)cc1,-5.8
COc1ccccc1-c1cc(C(=O)NCCN2CCOCC2)c2ccccc2n1,9.6
CC(=O)Nc1ccc(N2C(=O)CC(N3CC(C)OC(C)C3)C2=O)cc1 (stereo not given),-3.8
Cc1csc(NC(=O)CSc2nnc(-c3ccco3)n2C)n1,-6.3
Cc1ccc(C2SCc3cc(C)c(C)cc3CS2)c(O)c1,-6.8
O=C(NCc1ccc2c(c1)OCO2)c1ccc(CSCc2ccccc2Cl)o1,-3.2
CC1=C(C(=O)Nc2ccccc2F)C(c2ccccc2C)C2=C(CCCC2=O)N1 (stereo not given),-3.2

# Not all compounds are listed; count on the stated rates, not on these rows.
